Rad51 HR inh: blocks human Rad51 in homologous recombination; inhibition, % at 10 µM; 200,000 compounds, 0.085% hits; hRad51 DNA strand exchange, fluorescence dequenching; Q06609;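 active = inhibition above 40% at the single screening dose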;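 note: 0% = DMSO control wells and 100% = blanks with heterologous ssDNA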
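Material: hRad51 filaments on single-stranded DNA; Reagent: Donor/quencher-labelled 47-bp dsDNA substrate; Compound: 10 µM final, single point; Schedule: 37 °C 15-min filament assembly, 30-min compound preincubation, 15-min exchange; Technique: FRET fluorescence, excitation 485 nm, emission 520 nm; Benchmarks: control wells and blank wells on each plate.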
zVAD death inh: blocks zVAD induced death of L929 cells | L929 zVAD necroptosis rescue, ATP luminescence, 24 h; with zVAD 60 µM | viability rescue, % at 10 µM | 220,000 compounds, 0.38% hits | AID 1377;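 active = activation, scaled between plate controls, above about 75%, limit read from the data; inactive = activation under that limit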;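 note: 0% = zVAD with DMSO and 100% = DMSO alone without zVAD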
KCC2 mod: KCC2 (human) Cl- transport modulation | Q9H2X9 | KCC2 cells, thallium flux FluoZin-2 fluorescence | B-score of Tl+ flux slope (higher = more flux/activation; lower = inhibition) at 10 µM | 190,000 compounds, 2.2% hits | AID 1456;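 active = thallium flux slope and its plate-corrected score both differing from the plate sample mean at a set confidence after two filtering rounds, in either direction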;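 note: slope of fluorescence scaled to starting intensity during 10 to 20 s after thallium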
FXIa inh 1536: factor XIa (human) inhibition; P03951; purified FXIa, Boc-Glu-Ala-Arg-AMC fluorogenic substrate; inhibition, % at 5 µM; 220,000 compounds, 0.14% hits;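 active = inhibition of at least 40%; inactive = inhibition below 40%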;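 note: fluorescence of freed AMC excited at 355 nm; 0% = enzyme without compound and 100% = no enzyme blank; many of its hits are not listed in these tables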
Hck-Nef inh: inhibitors of human Hck kinase activated by Nef | P08631 | Recombinant Hck-YEEI plus Nef, Z-Lyte FRET kinase assay | inhibition, % at 20 µM | 220,000 compounds, 0.68% hits | AID 463187;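 active = Hck-Nef kinase inhibition above about 50%, limit read from the data; inactive = inhibition below that limit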;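 note: 0% = DMSO with Hck plus Nef and 100% = Hck alone without Nef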
FXIIa inh 1536: factor XIIa (human) inhibition | inhibition, % at 5 µM | purified FXIIa, Boc-QGR-AMC fluorogenic substrate, 2 h | 220,000 compounds, 0.3% hits; in the data active = inhibition above about 40%;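 note: 0% = enzyme with no compound and 100% = blank without enzyme; many of its hits are not listed in these tables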
Target sequence (P00748 20-372 limits assumed): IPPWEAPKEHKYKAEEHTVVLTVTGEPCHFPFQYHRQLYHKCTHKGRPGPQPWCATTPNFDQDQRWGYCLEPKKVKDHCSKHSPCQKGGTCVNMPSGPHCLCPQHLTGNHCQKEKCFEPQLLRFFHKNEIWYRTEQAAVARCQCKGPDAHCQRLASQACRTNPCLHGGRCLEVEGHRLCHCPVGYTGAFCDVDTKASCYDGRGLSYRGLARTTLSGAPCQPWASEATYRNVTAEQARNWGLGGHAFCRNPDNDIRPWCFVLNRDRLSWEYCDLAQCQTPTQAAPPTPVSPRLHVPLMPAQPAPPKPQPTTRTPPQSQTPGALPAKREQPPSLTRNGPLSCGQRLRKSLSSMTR
Target sequence (P00748 373-615 limits assumed): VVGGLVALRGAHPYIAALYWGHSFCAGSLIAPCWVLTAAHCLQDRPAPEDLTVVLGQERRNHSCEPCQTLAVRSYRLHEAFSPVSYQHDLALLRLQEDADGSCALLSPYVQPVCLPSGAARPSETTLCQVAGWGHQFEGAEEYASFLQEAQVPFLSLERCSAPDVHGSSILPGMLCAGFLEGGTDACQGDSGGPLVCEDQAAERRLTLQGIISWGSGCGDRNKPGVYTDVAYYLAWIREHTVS
thrombin 1536: blocks human thrombin protease activity; alpha-thrombin, Boc-VPR-AMC fluorogenic substrate cleavage; inhibition, % at 5 µM; 220,000 compounds, 0.26% hits;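 active = inhibition at or above 40%; inactive = inhibition below 40%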;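 note: 0% = enzyme with no compound and 100% = wells without enzyme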
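System – human alpha-thrombin protein · Reagent – Boc-VPR-AMC substrate, 15 µM final · Compound – 5 µM single dose in 0.2% DMSO · Schedule – reaction at room temperature · Technique – AMC fluorescence at 355 nm excitation and 460 nm emission · Read-out basis – % inhibition relative to enzyme controls and enzyme-free blanks · Control set – no-compound enzyme wells and no-enzyme blanks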
TNF necrop inh: inhibitors of TNF-alpha induced necroptosis in Jurkat FADD-/- cells | Jurkat FADD-/- TNF necroptosis rescue, ATP luminescence, 24 h; 0 = TNF only, 100 = no-TNF cells | activation (protection from cell death), % at 10 µM | 220,000 compounds, 0.068% hits | AID 463075;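 active = activation, meaning protection from cell death, of at least 50% relative to plate controls; inactive = activation below 50%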;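 note: necroptosis triggered by 40 ng/mL TNF-alpha added together with compound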
hK5 inh: inhibitors of human kallikrein 5; 210,000 compounds, 0.59% hits; recombinant hK5, fluorogenic AMC substrate cleavage; inhibition, % at 5 µM; AID 873;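 active = inhibition of 40% or more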;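 note: 0% = enzyme controls without compound and 100% = no-enzyme blanks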
Target sequence (Q9Y337 67-293 limits assumed): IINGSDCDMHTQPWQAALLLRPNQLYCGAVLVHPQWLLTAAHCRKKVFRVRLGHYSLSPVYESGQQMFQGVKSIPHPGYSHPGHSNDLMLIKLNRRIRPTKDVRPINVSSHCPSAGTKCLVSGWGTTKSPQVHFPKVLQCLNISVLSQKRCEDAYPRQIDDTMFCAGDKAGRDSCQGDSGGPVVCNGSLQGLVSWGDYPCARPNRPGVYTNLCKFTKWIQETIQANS
Starred values were filed as active, the others as inactive; x = not tested or not shown. Only part of the results is shown, so the mix of outcomes need not match the whole.

SMILES	Rad51 HR inh	zVAD death inh	KCC2 mod	FXIa inh 1536	Hck-Nef inh	FXIIa inh 1536	thrombin 1536	TNF necrop inh	hK5 inh
CCc1ccc(N2CC(C(=O)Nc3nnc(CC)s3)CC2=O)cc1 (stereo not drawn)	1	-0.3	-0.71	3	1	-1	-25	-0.6	-2
CCOC(=O)/C(=C\c1c[nH]c2ccccc12)NC(C)=O	6	0.8	0.19	-1	0	3	-7	3.0	-1
OC(COc1cccc2ccccc12)CN1CCN(c2ccccc2)CC1 (stereo not drawn)	18	0.9	x	-2	-2	6	-1	4.0	-1
O=C(O)CC(Sc1n[nH]c(=S)s1)C(=O)O (stereo not drawn)	0	0.1	-0.03	5	-95	6	-1	2.0	0
CC(NC(=O)CCN1N=C(c2ccccc2)CCC1=O)c1ccc2c(c1)OCCO2 (stereo not drawn)	-3	0.1	x	3	24	11	-2	1.2	7
CCCc1nc2ccccc2c(=O)n1/N=C/c1c(C)[nH]n(-c2ccc(C)cc2)c1=O	10	0.0	x	4	5	3	1	-0.6	-9
Cc1ccc(NC(=O)Cn2cc(C(F)(F)F)cc(Cl)c2=O)cc1Cl	x	0.5	0.36	-3	2	-2	-12	1.0	-6
CCCCn1c(=O)[nH]c(=O)c2c1ncn2Cc1ccco1	8	0.4	-0.6	15	8	13	3	0.3	13
O=C1c2ccccc2C(=O)N1CCN1CCOCC1	-7	1.5	-2.1	4	6	6	-2	1.9	-1
COc1cccc(/C=C/C(=O)OCC(=O)NCCC2=CCCCC2)c1	22	1.1	-0.8	-3	4	6	1	0.1	-14
O=C(CSc1nnc(-c2ccccn2)n1Cc1ccco1)c1ccccc1	-6	1.8	x	-388	0	19	8	-0.7	5
Cc1ccc(S(=O)(=O)NCCCCCC(=O)Nc2ccccc2)cc1	x	0.1	-0.68	1	4	11	-1	1.2	-14
CC(OC(=O)c1cccc(N2C(=O)c3ccccc3C2=O)c1)C(=O)Nc1ccc(N(C)C)cc1 (stereo not drawn)	-3	1.7	-1	-5	10	-5	-17	1.7	-15
Cc1ccc(NC(=O)Cn2cccc2C2=NC(c3ccccc3)CO2)cc1C (stereo not drawn)	-4	0.3	-0.25	-6	2	-1	-7	2.0	-6
CCOc1ccc2nc(S(N)(=O)=O)sc2c1	1	5.1	0.46	7	0	14	x	2.8	-9
CCc1cccc(N=c2c([N+](=O)[O-])nn(-c3ccc4c(c3)OCCO4)n2O)c1	4	3.8	1.3	-9	11	-4	-13	-20	-8
COc1cc(NC(=O)c2cccc(Cl)c2)c(OC)cc1NC(=O)CN1CCOCC1	-2	0.6	-0.19	-4	2	12	0	-0.7	-3
C/C(N)=C(/C#N)C(=O)CSc1nc2cc(Cl)ccc2c(=O)n1-c1ccc(C)cc1	-7	-0.1	8.7*	-9	4	2	-4	1.4	16
Cc1cc(Cl)ccc1OCCCC(=O)N1CCN(C(=O)c2ccco2)CC1	11	-0.2	-0.54	-2	2	4	-7	-6.3	8
CCOC(=O)c1ccc(S(=O)(=O)NCC(c2ccc(N(C)C)cc2)c2c[nH]c3ccccc23)cc1 (stereo not drawn)	x	0.6	-0.18	3	-1	5	-6	4.1	-25
COC(=O)COc1ccc(S(=O)(=O)NCc2cccnc2)cc1C	-9	-0.1	-0.12	4	-1	11	-4	-0.6	1
O=C(c1ccc(Cl)cc1)C1CCN(C(=O)N2CCOCC2)CC1	5	0.0	0.017	3	0	18	3	-3.1	-11
O=C1Nc2ccccc2C(O)(C(=O)NC2CC2)N1c1ccc(Cl)c(Cl)c1 (stereo not drawn)	-9	1.0	-0.0023	3	-7	16	1	-0.3	1
C/C(=N\NC(=O)COc1ccc(C)cc1C(C)C)c1cc2ccccc2o1	-3	2.3	0.41	-1	0	6	-16	1.7	-9
C/C(=N\NC(=S)Nc1cccc(C)c1)c1cccc(N)c1	-5	-0.3	9.2*	4	0	6	-3	2.8	-36
COc1cc(NC(=O)COC(=O)C=C(C)C)c(C)cc1[N+](=O)[O-]	7	0.2	0.46	-2	0	8	-3	0.1	2
COc1ccc(C2c3ccc(O)cc3Oc3ncn4nc(-c5ccncc5)nc4c32)cc1OC (stereo not drawn)	-4	-0.6	-1.6	4	11	3	-3	-13	-8
COc1ccc(S(=O)(=O)Nc2ccc(NC(C)=O)cc2)cc1[N+](=O)[O-]	14	2.5	-0.46	1	28	10	14	0.0	-3
O=C(CCN1C(=O)C2C3CCC(C3)C2C1=O)OCC(=O)c1cccc([N+](=O)[O-])c1 (stereo not drawn)	0	-0.1	0.16	-4	-4	-1	-15	0.6	-20
Cc1nn(C)cc1C(=O)Nc1cc(Oc2ccc(Cl)cc2)cc([N+](=O)[O-])c1	1	-0.1	-0.12	4	3	16	3	-1.0	-1
Cn1c2c(c(=O)n(C)c1=O)C(c1ccccc1OC(F)F)C1=C(CCCC1=O)N2 (stereo not drawn)	-5	0.0	0.013	-3	8	-1	1	-3.9	-25
O=C(CSc1ncccn1)N/N=C/c1ccc(OC2CSC2)cc1	3	1.1	0.0059	3	11	9	x	1.3	0
CC(OC(=O)CCCc1nc2ccccc2s1)C(=O)NC(N)=O (stereo not drawn)	x	0.4	1.3	-1	15	6	-6	-0.8	-1
COc1ccc(N2CCN(Cc3nc(Cc4cccc(F)c4)no3)C(C)C2)cc1 (stereo not drawn)	-1	-0.6	x	2	-1	14	-1	0.1	x
CCOc1ccc(NCc2nnc(SCC(=O)Nc3cc(C)on3)n2-c2ccc(OC)cc2)cc1	-11	0.2	0.52	-1	0	5	-8	-10	-4
Cc1[nH]n(-c2ccc([N+](=O)[O-])cc2)c(=O)c1/C=N/N1CCOCC1	26	6.4	x	-3	16	2	-3	-9.2	-3
CCn1cnc2c1c(=O)n(CC(=O)Nc1ccc3c(c1)OC(F)(F)O3)c(=O)n2Cc1ccccc1	-2	-0.5	0.99	-17	3	-25	-7	0.1	-2
Cc1cccc(NC(=O)CSc2c3c(nc4ccccc24)CCC3)n1	-11	-0.4	-2.4	0	1	5	0	1.3	-12
O=C(NCCN1CCOCC1)C(Sc1ccccc1)c1ccccc1 (stereo not drawn)	12	0.7	0.69	-9	2	-2	-7	1.1	-1
CCOc1ccc(S(=O)(=O)Nc2ccccc2C(=O)Nc2ccccc2N2CCOCC2)cc1	0	0.7	-0.16	23	-7	14	1	0.1	26
COc1cccc(C2C([N+](=O)[O-])=C(N)Oc3cc(C)oc(=O)c32)c1 (stereo not drawn)	x	-0.3	-0.3	0	24	7	-9	0.1	-1
CCOc1cc(/C=N/Nc2nc(=O)[nH]nc2C)ccc1O	-1	-0.8	0.21	2	2	3	x	-1.0	-5
CN(C)c1ccc(-c2noc(C3CCN(S(=O)(=O)c4ccc(C(=O)O)cc4)CC3)n2)cc1	3	0.3	x	x	1	x	x	0.7	x
O=C(c1ccco1)N1CCN(C(=O)C2Cc3ccccc3CN2S(=O)(=O)c2ccc(F)cc2)CC1 (stereo not drawn)	-9	-1.3	0.031	0	-3	6	-3	1.2	-4
CCN(CC)S(=O)(=O)c1ccc(NS(=O)(=O)c2cccc(C)c2)cc1	-6	0.6	-2.3	1	-1	16	4	-0.5	0
Clc1ccc(OCCCN2CCCC2)cc1Cl	5	-0.3	0.48	-5	-3	-1	-8	4.4	-10
COC1(OC)N=C(N)C2(C#N)C(c3ccc(F)cc3)C12C#N (stereo not drawn)	-2	0.8	-0.023	-17	-12	-5	-1	1.5	5
Cc1nc(-c2ccc(NC(=O)CC(C)C)cc2)cs1	x	x	-0.94	21	-1	29	-1	2.9	-9
O=C(CSc1nncs1)NC(=O)Nc1ccc2c(c1)OCCO2	16	1.7	0.24	7	13	6	-2	0.8	3
CCOc1ccc(C(=O)CCN2CCCCCC2)cc1	-3	-0.3	-0.39	9	1	6	-18	-1.5	1
c1ccc(Cn2nnnc2C(c2cccnc2)N2CCN(c3ccccc3)CC2)cc1 (stereo not drawn)	-5	-0.1	-0.0053	-5	2	0	-5	-3.6	-5
S=C(NCCc1ccccc1)Nc1ccc(Cl)cc1	29	0.2	-1.9	-16	3	9	0	-2.1	-12
O=C(CSc1n[nH]c(-c2ccc(S(=O)(=O)NC3CCCCC3)cc2)n1)N1CCCC1	-4	0.7	-1.4	-7	1	-5	0	-4.6	-24
COC(=O)c1ccc(-c2nc(-c3ccc(Br)o3)no2)cc1	1	1.4	0.45	-5	1	4	-8	0.6	5
CCOC(=O)C1=C(C)N(C)C(=O)C1CC(=O)O (stereo not drawn)	-7	-0.3	0.62	-8	0	9	-5	-2.5	-10
COc1cc2c(cc1O)[C@H](Cc1ccc(Oc3cc(C[C@@H]4NCCc5cc(OC)c(O)cc54)ccc3O)cc1)NCC2	-9	5.5	-0.97	10	15	18	3	-3.5	-10
CCCCn1c(NC(=O)c2ccccc2Cl)c(C#N)c2nc3ccccc3nc21	3	-0.3	1.2	4	4	8	-1	-4.4	1
Cc1cc(C)nc(NC(=O)CSc2nc3ccccc3s2)n1	-8	-0.2	x	-5	-1	6	-3	0.0	1
CN1C(C(=O)NCCc2cccs2)CC2Cn3c(nc4ccccc43)C21 (stereo not drawn)	-1	0.2	-0.24	-5	23	2	-9	0.8	-4
Cc1ccc(NC(=O)CCC(=O)OCC(=O)c2ccc(Oc3ccc([N+](=O)[O-])cc3)cc2)c(C)c1	-6	0.1	-0.86	1	-2	13	-3	-4.1	-3
Carrying on.
SMILES	Rad51 HR inh	zVAD death inh	KCC2 mod	FXIa inh 1536	Hck-Nef inh	FXIIa inh 1536	thrombin 1536	TNF necrop inh	hK5 inh
c1ccc(C2=Nn3c(Cn4nnc5ccccc54)nnc3SC2)cc1	17	-0.1	-1	3	19	7	-4	-1.1	-6
CSc1nc(C)c(C(=O)C[n+]2ccc(C)cc2)cc1C#N	1	-0.2	0.16	-5	2	x	-6	1.6	-3
Cn1c(=O)[nH]c(=O)c2c1nc1n2CC(COc2ccc3ccccc3c2)O1 (stereo not drawn)	4	0.6	-0.24	0	24	3	3	-1.0	4
O=C(NCCCn1ccnc1)C(=O)NCC1OCCN1S(=O)(=O)c1cc(F)ccc1F (stereo not drawn)	x	1.2	-0.066	-1	15	9	0	0.4	-3
COc1ccccc1-n1c(=S)sc2c(=O)n(Cc3ccco3)c(SC)nc21	-8	-1.0	-2.3	6	-4	7	1	1.9	15
COc1cccc(-c2nc(CS(=O)CC(=O)NCc3ccccc3Cl)c(C)o2)c1 (stereo not drawn)	-3	1.7	x	-3	2	5	-7	1.0	-8
C/C=C(\C)C(=O)NCCN1C2=NC[C@H](C(C)C)N2C[C@H]1Cc1ccc(O)cc1	-2	0.2	1.2	0	-14	4	-3	0.3	-3

Reformatted in CSV form: entries from further up
SMILES,Rad51 HR inh,zVAD death inh,KCC2 mod,FXIa inh 1536,Hck-Nef inh,FXIIa inh 1536,thrombin 1536,TNF necrop inh,hK5 inh
Cn1c(=O)[nH]c(=O)c2c1nc1n2CC(COc2ccc3ccccc3c2)O1 (stereo not drawn),4,0.6,-0.24,0,24,3,3,-1.0,4
CSc1nc(C)c(C(=O)C[n+]2ccc(C)cc2)cc1C#N,1,-0.2,0.16,-5,2,x,-6,1.6,-3

Screening data deposited in PubChem BioAssay by several laboratories.
